Bioassay records from PubChem.
STEP block – inhibitors of human striatal-enriched phosphatase STEP. inhibition, % at 20 µM. recombinant STEP, OMFP fluorogenic substrate, fluorescence. 360,000 compounds, 0.25% hits. P54829. AID 588621;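 active = inhibition at 20 µM, scaled per plate between control wells, above about 37%, limit read from the data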;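 also: 0% = DMSO with enzyme and substrate and 100% = substrate only without enzyme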
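medium = Bis-Tris buffer pH 6.0, 2.5 mM DTT, 0.005% Tween 20 | test system = STEP (striatal-enriched tyrosine phosphatase) enzyme, cell-free | measure = normalized % inhibition | compound dosing = 20 µM, 1% DMSO | also added = 25 µM OMFP | schedule = reaction 20 min, ambient temperature | measured by = fluorescence read at 480 nm ex / 540 nm em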
DNMT1 block – DNMT1 (human) enzyme inhibition. AID 588458. inhibition (reported as % activation of signal), % at 10 µM. P26358. 360,000 compounds, 0.83% hits. DNMT1 molecular beacon, Hinp1I cleavage, fluorescence; in the data active = inhibition above about 50%
Target sequence (P26358 504-1616 limits assumed): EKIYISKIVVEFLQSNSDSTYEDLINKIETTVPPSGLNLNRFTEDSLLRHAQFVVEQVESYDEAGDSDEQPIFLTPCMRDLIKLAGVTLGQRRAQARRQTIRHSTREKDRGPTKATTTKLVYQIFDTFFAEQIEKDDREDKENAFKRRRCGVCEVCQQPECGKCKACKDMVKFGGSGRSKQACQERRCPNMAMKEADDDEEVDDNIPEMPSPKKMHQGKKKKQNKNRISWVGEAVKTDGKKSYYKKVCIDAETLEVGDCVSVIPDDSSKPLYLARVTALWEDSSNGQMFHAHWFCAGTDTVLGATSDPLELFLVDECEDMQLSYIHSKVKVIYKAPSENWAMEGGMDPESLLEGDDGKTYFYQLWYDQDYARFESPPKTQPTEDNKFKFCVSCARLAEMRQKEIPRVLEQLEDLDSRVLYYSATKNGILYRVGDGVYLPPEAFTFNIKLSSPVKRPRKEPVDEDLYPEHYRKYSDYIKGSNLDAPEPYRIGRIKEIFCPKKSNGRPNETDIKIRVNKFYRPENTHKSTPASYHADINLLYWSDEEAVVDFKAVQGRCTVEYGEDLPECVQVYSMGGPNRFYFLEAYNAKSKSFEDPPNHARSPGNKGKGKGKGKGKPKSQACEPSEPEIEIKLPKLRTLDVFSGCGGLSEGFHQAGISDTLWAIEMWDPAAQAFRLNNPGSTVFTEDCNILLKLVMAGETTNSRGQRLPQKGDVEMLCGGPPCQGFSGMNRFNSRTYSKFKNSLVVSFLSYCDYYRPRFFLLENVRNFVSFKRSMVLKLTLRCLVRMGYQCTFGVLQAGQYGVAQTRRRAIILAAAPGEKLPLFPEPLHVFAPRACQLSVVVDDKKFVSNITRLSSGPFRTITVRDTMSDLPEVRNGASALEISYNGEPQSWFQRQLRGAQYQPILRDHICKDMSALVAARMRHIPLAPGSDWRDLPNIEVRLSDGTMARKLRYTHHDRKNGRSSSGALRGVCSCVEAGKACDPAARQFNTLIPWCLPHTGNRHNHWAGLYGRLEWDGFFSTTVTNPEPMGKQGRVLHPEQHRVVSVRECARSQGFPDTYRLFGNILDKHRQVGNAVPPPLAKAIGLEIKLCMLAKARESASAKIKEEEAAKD
Scp1 inh – Scp-1 (human) phosphatase inhibition | Q9GZU7 | Recombinant Scp1, phosphopeptide, malachite green phosphate absorbance | inhibition, % at 20 µM | 340,000 compounds, 0.88% hits;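 active = inhibition above about 50% at 20 µM, limit read from the data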;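 also: plate controls were DMSO wells with enzyme for no effect and wells lacking enzyme for full effect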
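System: SCP-1 catalytic domain; Reagent: Phospho 17-mer peptide substrate; Doses: one concentration, 20 µM, with 1.0% DMSO; Incubation: 45 min room-temperature reaction, 5 min colour, 30 min stabiliser; Signal: Phosphate-binding colour reagent, absorbance read at 630 nm.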
MT1-MMP act inh – blocks activation of human MT1-MMP; P50281; HT1080 RFP-PRO-GFP cells, GFP/RFP ratio fluorescence, overnight; percent of plate control window, DMSO zero; GFP/RFP ratio change, % at 20 µM; 360,000 compounds, 0.061% hits;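 active = GFP/RFP ratio change of at least 30% with cell ATP level not reduced by more than half and red fluorescence within 50% of control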; also: strong numbers were not always called active
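Material – HT1080 RFP-PRO-GFP cells · Control set – DMSO wells and RFP-L50D-GFP cells · Incubation – overnight cell settling, then overnight compound exposure, 37 °C, 5% CO2 · Compound dosing – single-point 20 µM compound, 1% DMSO · Read-out – GFP/RFP fluorescence ratio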
Rpn11 inh – inhibitors of human proteasome Rpn11; O00487; human 26S proteasome, Ub4-pepOG fluorescence polarization; 20S core pre-blocked with epoxomicin; calls only at 20 µM; 360,000 compounds, 0.59% hits; AID 588493;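 active = inhibition at 20 µM, scaled to each plate's controls, above about 33%, limit read from the data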
LMPTP inh – LMPTP (human) inhibition; inhibition, % at 20 µM; P24666; recombinant LMPTP-A, OMFP fluorogenic substrate, fluorescence intensity; 360,000 compounds, 0.22% hits;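 active = compounds that cut the enzyme signal by at least half of the control window in the single-dose screen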;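 also: plate controls were DMSO wells with enzyme plus substrate for no effect and substrate without enzyme for full effect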
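Buffer or medium: Bis-Tris pH 6.0, DTT, detergent; Assay system: LMPTP-A enzyme; Quantity: 0.625 nM enzyme; Detection: endpoint fluorescence intensity; Times: 50 min dark incubation at room temperature; Controls: substrate-only low control, DMSO enzyme-plus-substrate high control; Doses: single 20 µM dose; Read-out: percent inhibition versus substrate-only and uninhibited controls; Reagent: 400 µM OMFP.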
NadD inh – blocks S. aureus nicotinate mononucleotide adenylyltransferase. purified NadD enzyme, colorimetric absorbance read-out. inhibition, % at 20 µM. 360,000 compounds, 0.78% hits. AID 602399; in the data active = inhibition above about 26%; also: some compounds past the cut are filed as inactive
SKN-1 block – inhibitors of C. elegans SKN-1; C. elegans VP596 Pgst-4::GFP/RFP ratio, acrylamide-induced, 24 h; inhibition, % at 21.8 µM; 360,000 compounds, 0.49% hits; AID 624304;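 active = interference check ratio from 0.5 to 1.5 plus GFP to RFP signal ratio inhibition reaching or exceeding a fixed threshold, cut at about 30% in these data, passing the limit was not always enough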; also: some compounds called inactive have numbers as strong as hits
CendR NRP1 mod – modulators of CendR peptide binding to human neuropilin-1; O14786; FAM-RPARPAR peptide binding to NRP-1, fluorescence polarization; inhibition, % at 25 µM; 360,000 compounds, 0.85% hits;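 active = inhibition or corrected inhibition above about 18%, plus a signal ratio from 0.5 to 1.5, limit read from the data, passing the limit was not always enough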; also: strong numbers were not always called active
SUMO1 PPI mod – modulators of human SUMO1-mediated protein-protein interactions | P63165 | SUMO1 binding to a labelled peptide, TR-FRET, 1 h | inhibition, % at 20 µM | 360,000 compounds, 0.33% hits | AID 602429; in the data active = inhibition above about 37%
Active calls of the source: *; i = inactive; . = no result given. Compounds were not picked by outcome, and some 3.9% of all compounds hit somewhere here.

SMILES	STEP block	DNMT1 block	Scp1 inh	MT1-MMP act inh	Rpn11 inh	LMPTP inh	NadD inh	SKN-1 block	CendR NRP1 mod	SUMO1 PPI mod
CC1(C)CC(=O)C2=C(C1)OC(=O)C2(NC(=O)c1cccs1)C(F)(F)F (stereo not drawn)	-0.3	4.0	-1.8	10.5	i	-2.1	5.7	2.4	-9.1	0.7
Cc1ccc2cccc(S(=O)(=O)Nc3ccc4c(c3)OCO4)c2n1	1.8	10.9	19.1	-0.7	i	3.7	1.9	4.3	-2.9	7.5
CCCC(=O)c1c[nH]c(C(=O)NCCCN2CCOCC2)c1	1.0	-0.5	-2.0	0.2	i	-0.5	-1.9	-1.6	-7.4	-2.3
CN(CC(=O)Nc1ccc(C#N)cc1)Cc1ccc(Cl)cc1	1.3	-4.2	-2.6	-2.6	i	-1.8	1.5	-0.3	-5.9	-3.0
COc1ccc2nc(N3C(=O)/C(=C/c4ccccc4)NC3=S)sc2c1	6.4	3.7	-4.2	-133.9	.	4.4	44.0*	18.3	-78.3	22.6
C=CCNC(=O)c1ccccc1CCc1ccccc1	-1.3	-1.7	-4.6	-3.0	i	-0.8	-2.0	12.9	-0.5	0.1
COc1ccc2nc(C)cc(SCC(=O)N/N=C/c3ccco3)c2c1	0.1	1.1	1.8	1.3	i	4.4	5.2	10.4	-12.2	-16.0
COc1ccc(NC(=O)CN(C)C(=O)c2ccc(N3CCCC3)c([N+](=O)[O-])c2)cc1	1.2	-0.2	-4.9	1.1	i	1.2	-4.4	-0.1	0.0	-28.6
COc1ccc(N2CCN(C(=O)/C(C#N)=C/c3ccccc3)CC2)cc1	-1.9	-4.3	-3.0	-19.8	i	-0.2	2.7	4.9	-6.5	3.1
Cc1ccc(N2C(=S)N=C(Nc3ccccc3C)C23CCOC(C)(C)C3)cc1 (stereo not drawn)	2.8	2.0	-2.5	18.4	i	-0.3	0.4	-10.0	-6.7	1.4
CSc1ccc(C(=O)c2[nH]c(=O)[nH]c2C)cc1	3.0	-0.6	-1.2	1.0	i	-1.2	-1.6	-0.8	-9.4	-14.1
COc1ccc(/C=N/Nc2nc(Nc3ccccc3)nc(N3CCCC3)n2)cc1	0.1	-0.2	-3.2	6.8	i	4.6	7.1	9.7	6.8	0.9
Fc1cccc(/C=N/Nc2nccnc2Cl)c1	-2.4	-4.7	-9.6	-2.5	i	2.0	-2.7	1.6	10.4	-11.1
N#Cc1ccsc1NC(=O)CN1CCOCC1	2.7	2.7	2.5	0.1	i	-1.7	-5.0	1.5	-4.1	0.1
Cc1cccc(NS(=O)(=O)c2c(C(=O)N3CCCC3)c(C)n(C)c2C)c1	-3.4	4.5	12.0	-1.7	i	-0.8	-4.6	4.4	6.6	-1.9
O=C(NC1CCCC1)C(c1ccncc1)N(C(=O)c1csnn1)c1ccccc1 (stereo not drawn)	-1.6	1.3	-2.3	0.6	i	-1.2	-3.5	4.7	-2.7	-0.7
Nc1nc(N)n(-c2ccccc2)c(=Nc2ccccc2)n1	1.4	-1.0	-13.1	3.4	i	-0.8	-6.8	10.5	-3.7	-0.2
CCOC(=O)C1(CCc2ccccc2)CCN(Cc2ccccn2)CC1	-3.2	-6.8	-0.3	2.0	i	0.2	-3.7	-1.7	-4.1	-2.4
CC1CN(c2nc3ccccc3nc2NS(=O)(=O)c2ccccc2)CC(C)O1 (stereo not drawn)	2.3	-1.0	-9.5	-0.5	i	1.0	-0.3	12.7	0.2	0.0
COc1ccccc1N(CN1C(=O)c2ccccc2C1=O)C(=O)c1cccc(C)c1	0.5	-0.7	-4.6	3.3	i	-1.0	-2.2	-8.3	-4.0	-4.6
CC1=C(C(=O)N2CCOCC2)CC(CC(=O)NCCN2CCOCC2)C(=O)N1Cc1ccccc1 (stereo not drawn)	0.8	1.7	.	6.3	i	-1.3	4.5	-1.4	-9.5	2.5
COc1ccccc1C(=O)NCCC(=O)NNC(=O)Cn1ccc(C(F)(F)F)n1	-3.1	5.7	-2.8	23.8	i	0.7	-4.4	18.2	-14.4	3.5
Cn1c(=O)c(NC(=O)c2ccccc2)c2n(c1=S)CCCCC2	-2.0	8.6	54.9*	-2.4	i	-1.3	4.0	-30.0	12.6	2.5
Cc1cc(C)nc(NC(=O)CN2C(=O)c3ccccc3S2(=O)=O)n1	-0.9	6.2	-4.0	-0.2	i	-0.2	0.1	16.4	1.1	-2.2
O=C(Cc1ccsc1)Nc1ccccc1F	-0.3	0.5	-9.8	-2.2	i	-0.7	-6.6	23.2	-2.3	3.3

The list goes on (two carried over from the part before).
SMILES	STEP block	DNMT1 block	Scp1 inh	MT1-MMP act inh	Rpn11 inh	LMPTP inh	NadD inh	SKN-1 block	CendR NRP1 mod	SUMO1 PPI mod
Cc1cc(C)nc(NC(=O)CN2C(=O)c3ccccc3S2(=O)=O)n1	-0.9	6.2	-4.0	-0.2	i	-0.2	0.1	16.4	1.1	-2.2
O=C(Cc1ccsc1)Nc1ccccc1F	-0.3	0.5	-9.8	-2.2	i	-0.7	-6.6	23.2	-2.3	3.3
C/C=C/CSc1nc2c(c(=O)[nH]c(=O)n2C)n1C(C)C	-3.6	1.2	-5.2	5.0	i	-2.0	3.3	10.1	-3.1	1.2
Cc1ccc(C(=O)NCC(=O)OCC(=O)Nc2ncc(C(F)(F)F)cc2Cl)cc1	-0.1	1.4	3.1	-1.8	i	-0.6	2.8	6.3	-10.6	7.0
COc1cc(NC(=O)CSc2ncnc3c2cnn3Cc2ccccc2)cc(OC)c1	3.0	-17.5	-20.1	-5.8	i	3.4	-6.5	-3.7	2.7	4.3
Cn1c(CNC(=O)c2cccs2)n[nH]c1=S	-1.5	-4.7	-4.9	4.7	i	-2.9	3.5	15.6	-2.7	3.5
COC(=O)C1=CO[C@@H](C)[C@H]2CN3CCc4c([nH]c5ccccc45)[C@@H]3C[C@H]12	-2.0	-2.0	-3.8	-38.0	i	-1.4	-2.6	-12.7	8.7	0.7
Cc1cc(C)c(S(=O)(=O)NCCn2ccc3ccccc32)c(C)c1	2.5	-2.0	-12.0	-2.2	i	2.9	-3.2	14.9	16.4	0.2
CCC(C)N(C(=O)CSc1ncnc2sccc12)C1CCS(=O)(=O)C1 (stereo not drawn)	-2.3	-8.8	-12.0	-1.2	i	0.5	2.4	-21.8	-6.3	-6.8
Nc1nc(-c2ccc3c(c2)NC(=O)CO3)cs1	-0.8	-6.6	-7.9	1.2	i	32.0	-3.4	7.4	13.8	-4.0
CCCc1nc(N)c(C#N)c(-c2cccnc2)c1CC	0.0	0.7	-2.8	1.3	i	-1.4	-7.8	13.4	-2.1	8.3
O=C(Nc1ccc(S(=O)(=O)N2CCCCC2)cc1)c1ccncc1	-2.7	3.5	3.2	10.0	i	-1.4	-0.8	-6.2	-0.6	1.2
COc1ccc2[nH]cc(C(=O)N3CCCCC3)c(=O)c2c1	-0.1	1.4	-12.1	4.2	i	-1.9	1.0	12.3	7.1	0.2
O=c1c([N+](=O)[O-])cccn1Cc1ccccc1Cl	0.9	3.0	-12.1	-6.2	i	-0.6	-3.0	-6.0	2.0	-22.7
Cc1ccc(Nc2nnc(SCC(=O)Nc3cccc(S(=O)(=O)N4CCCCC4)c3)s2)cc1	-2.6	-26.3	2.5	3.0	i	2.8	20.3	-6.3	19.3	1.5
CSc1n[nH]c(NCc2ccccc2)n1	0.8	1.8	-9.6	0.7	i	-0.1	4.3	3.8	-6.8	4.0
CC(C)=NNc1nc(-c2ccccc2)cs1	0.0	-23.3	-4.1	2.9	i	-2.1	7.6	-1.7	0.6	3.3
COc1ccc(NC(=O)CN(C)S(=O)(=O)c2ccc3c(c2)OCCO3)c2ncccc12	2.4	-8.8	-2.2	2.1	i	2.8	-2.4	4.5	2.3	-11.0
Cc1nc2ccccn2c1C(=O)NCCCN1CCOCC1	-1.4	-7.6	-4.9	-3.2	i	-1.8	5.1	0.4	14.0	0.2
CC1CCN(C(=O)Cn2cnc3c(cnn3C(C)(C)C)c2=O)CC1	-0.9	0.7	4.0	-0.6	i	0.0	-1.4	-3.3	-7.2	4.6
C[C@H]1COC(=O)CCC/C=C\C[C@H](CC(=O)N(CCO)Cc2ccccc2)C(=O)N1	0.8	4.3	-13.8	-3.0	i	-2.3	-0.5	3.2	-8.0	6.9
Nc1cc(=O)[nH]c2ncnn12	1.5	7.9	4.7	-3.4	i	0.7	0.1	-5.5	3.8	6.9
CC1CCCC(C)N1CCCNC(=O)Cn1cc2c(n1)CCCC2 (stereo not drawn)	-1.6	-2.3	1.6	0.7	i	-1.8	-5.8	-4.7	4.0	-24.0
O=C(Nc1ccc(S(=O)(=O)N2CCCCC2c2cccnc2)cc1)c1ccccc1F (stereo not drawn)	1.9	-2.5	0.3	-4.2	i	0.6	-1.6	9.3	-3.5	2.0
CC(C)CN(C(=O)c1cccc(S(=O)(=O)N2CCN(Cc3ccccc3)CC2)c1)C1CCS(=O)(=O)C1 (stereo not drawn)	1.4	-24.1	-0.8	-1.3	i	-6.5	2.8	-1.1	10.5	-76.8
Cc1ccc(C(=O)N2CCCC(Nc3ccc(C(C)C)cc3)C2)cn1 (stereo not drawn)	0.1	-2.2	-5.3	-3.1	i	0.9	3.5	5.7	6.3	-3.6
COC(=O)C(C(=O)OC)C1CCCCC1NS(=O)(=O)c1ccc(C)cc1 (stereo not drawn)	.	.	.	2.0	.	-1.6	.	9.7	1.5	1.9
Carrying on.
SMILES	STEP block	DNMT1 block	Scp1 inh	MT1-MMP act inh	Rpn11 inh	LMPTP inh	NadD inh	SKN-1 block	CendR NRP1 mod	SUMO1 PPI mod
Cc1cccc(/C=C/C(=O)c2ccc(NC3=NCCCS3)cc2)c1	4.2	8.2	2.4	-10.0	i	1.7	2.7	60.3*	6.3	-0.9
Nc1cc(S(=O)(=O)C(F)(F)F)ccc1C(=O)O	1.0	1.9	-1.6	1.5	i	-0.2	1.6	-10.1	18.0	-1.5
CC(=O)OCC(=O)Nc1ccc(N=Nc2ccccc2)cc1	1.3	-3.5	-13.1	9.6	i	0.8	-6.6	14.1	-9.1	-23.7
CCCNC(=O)C(Cc1ccc(I)cc1)NC(=O)C1CC1 (stereo not drawn)	-0.4	5.2	-1.9	0.9	i	-1.8	-0.9	7.5	11.8	-3.2
COc1ccc(NC(=O)CN(C)S(=O)(=O)c2ccc(Cl)cc2)cc1Cl	-1.2	-1.0	-7.0	8.3	i	-0.4	0.7	-5.8	5.6	-2.2
CCc1nnc2sc(-c3ccc(NC(=O)CSc4ccc(Cl)cc4)cc3)nn12	-2.1	3.7	-4.2	3.1	i	1.5	5.9	30.8	-18.5	-0.1
COc1cc(NC(=O)CN2C(=O)CSc3ccc(S(=O)(=O)N4CCCC4)cc32)cc(OC)c1	1.0	-1.2	0.2	0.4	i	0.3	-6.0	-3.3	7.1	20.1
